Screening results (PubChem)
ABHD5-PLIN5 inh – ABHD5-PLIN5 interaction inhibitors, primary screen, cell lysate, split luciferase complementation, luminescence. Split G. princeps luciferase complementation, 4 h. 360,000 compounds, 0.78% hits. Perilipin-5 (Homo sapiens) + 1-acylglycerol-3-phosphate O-acyltransferase ABHD5 (Homo …. inhibition, % at 4 µM. AID 602281, 2012;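 active means inhibition above the mean inhibition across every tested compound plus 3 SD, cut at about 22% in these data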;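 further: 0% = DMSO only wells and the 100% control is not disclosed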
Target sequence (Q00G26 whole entry, looked up): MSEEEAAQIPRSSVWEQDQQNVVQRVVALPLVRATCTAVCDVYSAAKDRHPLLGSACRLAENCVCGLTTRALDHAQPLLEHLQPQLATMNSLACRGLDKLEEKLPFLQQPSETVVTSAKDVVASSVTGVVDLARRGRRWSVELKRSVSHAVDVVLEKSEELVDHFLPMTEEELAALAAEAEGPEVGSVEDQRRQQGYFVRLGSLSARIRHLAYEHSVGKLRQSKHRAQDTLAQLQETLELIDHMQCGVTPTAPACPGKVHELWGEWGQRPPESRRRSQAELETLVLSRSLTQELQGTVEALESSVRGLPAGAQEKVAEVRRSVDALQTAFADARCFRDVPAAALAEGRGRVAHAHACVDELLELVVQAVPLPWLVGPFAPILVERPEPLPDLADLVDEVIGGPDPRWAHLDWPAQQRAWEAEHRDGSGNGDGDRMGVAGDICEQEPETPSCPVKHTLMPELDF
Target sequence (Q8WTS1 whole entry, looked up): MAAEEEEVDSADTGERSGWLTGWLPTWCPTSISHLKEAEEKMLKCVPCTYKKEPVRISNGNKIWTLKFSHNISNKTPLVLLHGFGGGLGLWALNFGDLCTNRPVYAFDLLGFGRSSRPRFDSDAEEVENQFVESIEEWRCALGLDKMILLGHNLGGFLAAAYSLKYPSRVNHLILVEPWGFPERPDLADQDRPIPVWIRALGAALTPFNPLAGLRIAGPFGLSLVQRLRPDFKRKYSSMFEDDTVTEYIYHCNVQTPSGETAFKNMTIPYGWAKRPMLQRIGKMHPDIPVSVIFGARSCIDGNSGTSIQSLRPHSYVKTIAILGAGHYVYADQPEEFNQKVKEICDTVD
NOD2 RIPK2 PPI – NOD2-RIPK2 binding disruptors in cells, primary screen, fluorescence, CHO cells, BLA complementation | Receptor-interacting serine/threonine-protein kinase 2 (Homo sapiens), O43353 | CCF4 ratio | inhibition, % at 4.98 µM | 360,000 compounds, 0.38% hits; in the data active means inhibition above about 21%;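 further: 0% = vehicle only and 100% = reference blocker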
MC4R barr agon – MC4R agonists recruiting beta-arrestin, primary screen, cell-based, luminescence, agonist arm of biased-ligand search; Melanocortin receptor 4 (Homo sapiens), P32245; U2OS MC4R beta-arrestin complementation; percent of melanotan II response, DMSO zero; activation, % at 8.9 µM; 360,000 compounds, 0.98% hits; AID 540308, 2011;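 active means activation above a per-plate cutoff, the mean activation of sample wells on that plate plus 3 SD, cut at about 8% in these data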
SRC2 inh – inhibition of GAL4-SRC2 driven luciferase reporter, primary screen, SRC2 inhibitor project, cell-based, luminescence | HEK293 GAL4-SRC2 luciferase reporter | Nuclear receptor coactivator 2 (Homo sapiens), Q15596 | 370,000 compounds, 0.17% hits | AID 651957, 2012 | inhibition, % at 9 µM;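 active means inhibition above the mean inhibition of all tested compounds plus 3 SD, set per campaign, cut at about 52% in these data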;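 further: 0% = DMSO treated cells and 100% = cells given Gossypol at 36 µM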
TLR9-MyD88 inh – inhibitors of TLR9-MyD88 association in cells, primary screen, cell-based, CHO, BLA complementation, fluorescence | inhibition, % at 4.98 µM | CCF4 FRET ratio | Toll-like receptor 9 (Homo sapiens) + Myeloid differentiation primary response protein … | 340,000 compounds, 0.21% hits;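 active means inhibition above the mean over all tested compounds plus 3 SD, cut at about 21% in these data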;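 further: 0% = DMSO only wells and 100% = clavulanate BLA inhibitor control wells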
NCOA3 inh – SRC3 coactivator transcriptional activity inhibitors, primary screen, cell-based, luminescence; AID 588352, 2011; HEK293 GAL4-SRC3 luciferase reporter; Nuclear receptor coactivator 3 (Homo sapiens), Q9Y6Q9; 360,000 compounds, 0.17% hits; inhibition, % at 3.6 µM;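 active means inhibition above a per-campaign cutoff, the mean of all compounds plus 3 SD, cut at about 60% in these data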;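 further: 0% = DMSO-treated cells and 100% = gossypol-treated cells at 36 µM; higher means less SRC3-driven luciferase light from the GAL4 reporter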
NCOA1 inh – SRC1 coactivator transcriptional activity inhibitors, primary screen, cell-based, luminescence; Nuclear receptor coactivator 1 (Homo sapiens), Q15788; HEK293 GAL4-SRC1 luciferase reporter; inhibition, % at 3.6 µM; 360,000 compounds, 0.12% hits;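 active means inhibition above the campaign mean plus 3 SD, with each screening campaign given its own cutoff, cut at about 60% in these data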;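 further: 0% = DMSO treated cells and 100% = gossypol at 36 µM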
LMP1 NFkB inh – EBV LMP1-driven NF-kappaB luciferase reporter inhibitors, primary screen, cell-based, luminescence, single point. inhibition, % at 12.5 µM. AID 504558, 2011. 350,000 compounds, 0.69% hits. LMP1-induced NF-kappaB luciferase reporter cells; in the data active means inhibition above about 41%;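 further: 0% = neutral control wells and 100% = reference inhibitor control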
COUP-TFII inh – NR2F2 transcriptional activity inhibitors, primary screen, cell-based, luciferase reporter, HEK293T, luminescence; inhibition, % at 8.6 µM; 370,000 compounds, 0.7% hits; AID 686940, 2013; HEK293T NGFI-A luciferase reporter;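 active means inhibition above a per-plate cutoff, mean inhibition of test wells between control levels plus 3 SD, cut at about 38% in these data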;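 further: cells cotransfected with COUP-TFII expression vector driving the NGFI-A reporter; 0% = median of COUP-TF2 test wells and 100% = reporter-only cells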
LRH-1 inv ag – LRH-1 (NR5A2) inverse agonists, primary screen, cell-based, luminescence, HEK293T, StAR-luciferase reporter | Nuclear receptor subfamily 5 group A member 2 (Homo sapiens), O00482 | LRH-1 transfected, 24 h | inhibition, % at 3.6 µM | 360,000 compounds, 0.13% hits;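 active means inhibition above the mean inhibition of all tested compounds plus 3 SD, cut at about 73% in these data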;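 further: 0% = DMSO wells and 100% = reporter-only cells lacking LRH-1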
MC4R antagonist – MC4R antagonists of cAMP signaling, primary screen, cell-based, TR-FRET, antagonist arm of biased-ligand search. Melanocortin receptor 4 (Homo sapiens), P32245. 360,000 compounds, 0.48% hits. inhibition, % at 6.5 µM. MC4R-expressing cells, MTII-stimulated cAMP, LANCE TR-FRET;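 active means inhibition above its plate's cutoff, the mean of tested wells on that plate plus 3 SD, cut at about 29% in these data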;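 further: 0% = Melanotan II alone and 100% = Melanotan II plus saturating MCL0020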
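Assay system: U2OS-MC4R stable cell line; Also added: Melanotan II; Technique: Eu-cAMP/anti-cAMP TR-FRET, emission 671 nm; Times: 30-min compound, 1-h challenge, 1-h detection, room temperature.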
* marks the source's active call; other numbers are inactive results.

CC(=O)c1ccc(S(=O)(=O)N2CCN(C(=O)CSC(=S)N3CCCC3)CC2)cc1 was read as ABHD5-PLIN5 inh -13.4, NOD2 RIPK2 PPI -4.1, MC4R barr agon -3.4, SRC2 inh -5.7, TLR9-MyD88 inh -0.3, NCOA3 inh 0.7, NCOA1 inh -1.9, LMP1 NFkB inh 1.6, COUP-TFII inh -16.1, LRH-1 inv ag 15.3 and MC4R antagonist 0.8.
For NC(=O)c1ccc(NC(=O)CCc2nc3sc4c(c3c(=O)[nH]2)CCCC4)cc1 the results were ABHD5-PLIN5 inh -1.4, NOD2 RIPK2 PPI 2.8, MC4R barr agon 0.2, SRC2 inh -28.6, TLR9-MyD88 inh 0.0, NCOA3 inh -3.8, NCOA1 inh -5.5, LMP1 NFkB inh -2.3, COUP-TFII inh 6.4, LRH-1 inv ag -12.9 and MC4R antagonist 15.0.
`COc1cccc(NC(=O)CSc2nc(C)cs2)c1` gave ABHD5-PLIN5 inh -0.4, NOD2 RIPK2 PPI 0.2, MC4R barr agon -0.7, SRC2 inh -41.0, TLR9-MyD88 inh -1.9, NCOA3 inh -12.6, NCOA1 inh -17.0, LMP1 NFkB inh -5.3, COUP-TFII inh 5.9, LRH-1 inv ag -27.8 and MC4R antagonist 2.2.
`CC(=O)n1c(C=Nc2ccccc2)c(O)c2ccccc21` gave ABHD5-PLIN5 inh -2.9, NOD2 RIPK2 PPI 4.6, MC4R barr agon 0.5, SRC2 inh -6.4, TLR9-MyD88 inh 1.8, NCOA3 inh -7.3, NCOA1 inh -15.8, LMP1 NFkB inh -14.6, COUP-TFII inh 0.6, LRH-1 inv ag 12.5 and MC4R antagonist 6.0.
Screening CC1CCN(C(=O)CSc2nnc(-c3ccccc3F)o2)CC1 returned ABHD5-PLIN5 inh 4.4, NOD2 RIPK2 PPI -10.4, MC4R barr agon -0.4, SRC2 inh -2.0, TLR9-MyD88 inh -0.2, NCOA3 inh -4.1, NCOA1 inh -19.7, LMP1 NFkB inh 1.9, COUP-TFII inh -8.0, LRH-1 inv ag 8.9 and MC4R antagonist -2.3.
CCC(CO)Oc1cc(NCc2cccc(C)c2)c2ncn(C(C)C)c2c1 (configuration not stated) was read as ABHD5-PLIN5 inh -10.1, NOD2 RIPK2 PPI 0.6, MC4R barr agon -0.1, SRC2 inh 10.1, TLR9-MyD88 inh -7.2, NCOA3 inh -13.3, NCOA1 inh 3.4, LMP1 NFkB inh 3.8, COUP-TFII inh 0.7, LRH-1 inv ag -17.4 and MC4R antagonist 5.3.
For COc1cccc(OCC(=O)NNC(=O)C(=O)Nc2ccc(OC)cc2OC)c1 the results were ABHD5-PLIN5 inh -3.6, NOD2 RIPK2 PPI -1.8, MC4R barr agon -1.7, SRC2 inh 8.3, TLR9-MyD88 inh -2.4, NCOA3 inh -1.3, NCOA1 inh 4.8, LMP1 NFkB inh -2.7, COUP-TFII inh -5.6, LRH-1 inv ag -14.9 and MC4R antagonist 6.7.
For CC(C)c1ccc2c(c1)c(SC(C)(C)C)c(CC(C)(C)C(=O)O)n2Cc1ccc(Cl)cc1 the results were ABHD5-PLIN5 inh -0.9, NOD2 RIPK2 PPI -8.2, MC4R barr agon 15.9*, SRC2 inh -61.0, TLR9-MyD88 inh -7.4, NCOA3 inh -47.1, NCOA1 inh -4.2, LMP1 NFkB inh -16.7, COUP-TFII inh -22.9, LRH-1 inv ag -36.4 and MC4R antagonist 18.3.
Screening COc1ccc(C(=O)Nc2cccc3c2CCCC3)cc1 returned ABHD5-PLIN5 inh 3.6, NOD2 RIPK2 PPI 2.7, MC4R barr agon -0.5, SRC2 inh -35.0, TLR9-MyD88 inh 1.6, NCOA3 inh -24.3, NCOA1 inh -13.7, LMP1 NFkB inh 35.2, COUP-TFII inh -22.2, LRH-1 inv ag -42.1 and MC4R antagonist -16.6.
For CCOC(=O)Cn1cnc2sc(C(=O)OC)c(C)c2c1=O the results were ABHD5-PLIN5 inh -3.7, NOD2 RIPK2 PPI -1.5, MC4R barr agon -2.4, SRC2 inh 1.8, TLR9-MyD88 inh -1.7, NCOA3 inh 5.9, NCOA1 inh -1.3, LMP1 NFkB inh 11.4, COUP-TFII inh 3.1, LRH-1 inv ag -7.2 and MC4R antagonist 4.3.
`COc1ccc(C2c3[nH]c4ccccc4c3CCN2CCCn2cccn2)c(C)c1C` (configuration not stated) gave ABHD5-PLIN5 inh -0.1, NOD2 RIPK2 PPI -8.9, MC4R barr agon -0.5, SRC2 inh 11.4, TLR9-MyD88 inh -10.5, NCOA3 inh 15.1, NCOA1 inh -17.6, LMP1 NFkB inh 12.3, COUP-TFII inh -9.1, LRH-1 inv ag 23.4 and MC4R antagonist 2.6.
Screening O=C(c1ccc2c(=O)n(CC3CCCO3)c(=S)[nH]c2c1)N1CCN(c2ccccc2)CC1 (configuration not stated) returned ABHD5-PLIN5 inh -9.3, NOD2 RIPK2 PPI -1.2, MC4R barr agon -1.1, SRC2 inh 2.2, TLR9-MyD88 inh 0.7, NCOA3 inh 1.6, NCOA1 inh -6.9, LMP1 NFkB inh 2.4, COUP-TFII inh 3.7, LRH-1 inv ag -12.2 and MC4R antagonist 4.9.
For COc1ccc2nc(C)cc(SCC(=O)Nc3c(C)cccc3C)c2c1 the results were ABHD5-PLIN5 inh 6.5, NOD2 RIPK2 PPI 5.0, MC4R barr agon 2.5, SRC2 inh -10.6, TLR9-MyD88 inh 5.3, NCOA3 inh 16.1, NCOA1 inh 7.2, LMP1 NFkB inh 5.2, COUP-TFII inh 12.9, LRH-1 inv ag 8.8 and MC4R antagonist 3.0.
COc1ccc(S(=O)(=O)N2CCN(C(=O)CNC(=O)c3ccc4c(c3)OCO4)CC2)cc1 was read as ABHD5-PLIN5 inh -0.7, NOD2 RIPK2 PPI -0.8, MC4R barr agon -0.4, SRC2 inh -33.1, TLR9-MyD88 inh 3.6, NCOA3 inh 0.0, NCOA1 inh 5.9, LMP1 NFkB inh -2.4, COUP-TFII inh 9.4, LRH-1 inv ag -14.6 and MC4R antagonist -1.3.
COc1cc(/C=C2\N=C(C)OC2=O)cc(OC)c1OC was read as ABHD5-PLIN5 inh -5.3, NOD2 RIPK2 PPI -18.2, MC4R barr agon -1.6, SRC2 inh 8.9, TLR9-MyD88 inh -7.1, NCOA3 inh -11.9, NCOA1 inh 13.5, LMP1 NFkB inh -5.0, COUP-TFII inh -16.1, LRH-1 inv ag 7.8 and MC4R antagonist -0.9.
Cc1ccccc1C(=O)Nc1cccc(C(=O)Nc2ccccc2C(=O)O)c1 was read as ABHD5-PLIN5 inh 0.3, NOD2 RIPK2 PPI -8.5, MC4R barr agon 0.9, SRC2 inh 27.6, TLR9-MyD88 inh -0.6, NCOA3 inh -7.1, NCOA1 inh -1.2, LMP1 NFkB inh 1.1, COUP-TFII inh -3.6, LRH-1 inv ag -11.2 and MC4R antagonist -1.0.
CSc1cccc(NC(=O)c2cc(S(=O)(=O)N3CCCC3)cn2C)c1 was read as ABHD5-PLIN5 inh 3.4, NOD2 RIPK2 PPI -5.5, MC4R barr agon -0.2, SRC2 inh 8.6, TLR9-MyD88 inh 1.8, NCOA3 inh 2.6, NCOA1 inh 10.1, LMP1 NFkB inh 3.4, COUP-TFII inh -22.5, LRH-1 inv ag -13.1 and MC4R antagonist 1.0.
CCSC1=N/C(=C\c2ccc3c(c2)OCO3)C(=O)S1 was read as ABHD5-PLIN5 inh -7.4, NOD2 RIPK2 PPI -20.8, MC4R barr agon 1.4, SRC2 inh -28.6, TLR9-MyD88 inh 7.5, NCOA3 inh 6.0, NCOA1 inh -7.8, LMP1 NFkB inh 0.7, COUP-TFII inh -8.0, LRH-1 inv ag -12.0 and MC4R antagonist -10.9.
`O=c1c2cccc(Cl)c2nc2n1Cc1ccccc1-2` gave ABHD5-PLIN5 inh -6.6, NOD2 RIPK2 PPI -4.1, MC4R barr agon -1.4, SRC2 inh -12.5, TLR9-MyD88 inh -2.4, NCOA3 inh -13.1, NCOA1 inh -3.1, LMP1 NFkB inh -25.2, COUP-TFII inh -4.2, LRH-1 inv ag -16.6 and MC4R antagonist 4.8.
For O=C1CCCC/C1=C/Nc1ccc2c(c1)OCO2 the results were ABHD5-PLIN5 inh -20.3, NOD2 RIPK2 PPI 7.0, MC4R barr agon -0.9, SRC2 inh 33.8, TLR9-MyD88 inh 18.3, NCOA3 inh -10.2, NCOA1 inh -20.9, LMP1 NFkB inh -2.0, COUP-TFII inh 15.2, LRH-1 inv ag -13.9 and MC4R antagonist 1.2.
For COc1cc(/C=N/Nc2cccc(C)c2)ccc1OC(=O)c1cccs1 the results were ABHD5-PLIN5 inh -2.3, NOD2 RIPK2 PPI -2.7, MC4R barr agon -0.7, SRC2 inh 0.6, TLR9-MyD88 inh 6.5, NCOA3 inh -9.5, NCOA1 inh -2.5, LMP1 NFkB inh -15.4, COUP-TFII inh 1.1, LRH-1 inv ag -16.7 and MC4R antagonist 7.8.
`O=C(COc1ccccc1)Nc1nc(-c2cccs2)cs1` gave ABHD5-PLIN5 inh -9.8, NOD2 RIPK2 PPI 5.4, MC4R barr agon -1.6, SRC2 inh 1.6, TLR9-MyD88 inh 5.8, NCOA3 inh -1.2, NCOA1 inh 0.4, LMP1 NFkB inh -2.9, COUP-TFII inh -3.4, LRH-1 inv ag -8.9 and MC4R antagonist -0.8.
COc1ccc(C2=NN(C(=O)CSc3nnnn3C)C(c3ccco3)C2)cc1 (configuration not stated) was read as ABHD5-PLIN5 inh 14.5, NOD2 RIPK2 PPI -5.4, MC4R barr agon -1.8, SRC2 inh 8.5, TLR9-MyD88 inh 9.7, NCOA3 inh -7.1, NCOA1 inh -4.6, LMP1 NFkB inh -0.7, COUP-TFII inh 11.0, LRH-1 inv ag 6.5 and MC4R antagonist 1.5.

These rows are one share of the data; rates above refer to the full screens.
